High-throughput results: PubChem BioAssay, The Scripps Research Institute Molecular Screening Center
Tn7 DDE FP: DD(E)-Tn7 binding inhibition, primary FP screen; FP displacement of FITC-Tn7 peptide from fibrin DD(E); 0% = median of compound wells per plate; inhibition, % at 8.3 µM; 370,000 tested, 0.13% active;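 active = inhibition above the mean of compounds falling within the control limits plus 3 SD of them, cut at about 14% in these data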;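 note: 0% = plate median of compound wells and 100% = 10 µM Aha-Tn7 peptide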
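Also added: labelled Tn7 tracer, 0.1 µM; Assay system: human fibrin DD(E) protein; Amount: 2 µM fibrin DD(E); Schedule: 10 min compound pre-incubation, 3 h probe incubation at room temperature; Repeats: one replicate per compound; Read-out basis: percent inhibition; Measured by: fluorescence polarization of the labelled Tn7 tracer.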
ADAM10 inh: inhibits human ADAM10; AID 720582; inhibition, % at 7 µM; recombinant ADAM10, EDANS/DABCYL FRET peptide cleavage, 3 h; 370,000 tested, 0.62% active;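 active = inhibition above a per-campaign cutoff equal to the mean of compounds falling between control-based bounds plus 3 SD, cut at about 20% in these data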;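 note: 0% = DMSO wells while the 100% control is not disclosed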
Target sequence (O14672 214-748 limits assumed): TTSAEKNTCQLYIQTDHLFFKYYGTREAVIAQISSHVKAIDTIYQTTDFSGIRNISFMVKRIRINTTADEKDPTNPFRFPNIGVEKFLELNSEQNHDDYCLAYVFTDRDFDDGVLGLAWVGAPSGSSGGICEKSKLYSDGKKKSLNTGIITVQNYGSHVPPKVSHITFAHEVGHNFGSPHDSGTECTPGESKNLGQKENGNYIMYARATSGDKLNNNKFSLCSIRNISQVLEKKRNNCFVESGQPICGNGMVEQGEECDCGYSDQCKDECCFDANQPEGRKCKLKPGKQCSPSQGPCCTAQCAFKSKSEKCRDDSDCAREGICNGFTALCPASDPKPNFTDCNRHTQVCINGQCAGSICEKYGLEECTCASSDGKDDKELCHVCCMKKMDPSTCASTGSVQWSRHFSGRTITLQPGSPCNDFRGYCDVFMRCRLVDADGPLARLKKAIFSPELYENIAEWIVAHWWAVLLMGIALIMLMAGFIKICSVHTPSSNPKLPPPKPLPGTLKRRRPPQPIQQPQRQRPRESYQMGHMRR
ASAP1 inh: inhibitors of human ASAP1 ArfGAP activity; inhibition, % at 16.5 µM; ASAP1-stimulated ARF1 GTP hydrolysis, GDP FP detection; Q9ULH1; AID 624377; 360,000 tested, 0.19% active; in the data active = inhibition above about 25%;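 note: 0% = vehicle with enzyme and substrate and 100% = no enzyme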
SIAE primary: human SIAE inhibition, primary screen. Q9HAT2. SIAE FP-Rh probe binding, fluorescence polarization. inhibition, % at 9.66 µM. 370,000 tested, 0.69% active. AID 1053197;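 active = inhibition above a cutoff: mean of compounds within the control limits plus 3 SD of those, cut at about 17% in these data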;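 note: 0% = plate median of compound wells and 100% = probe without SIAE protein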
Target sequence (Q9HAT2 whole entry, looked up): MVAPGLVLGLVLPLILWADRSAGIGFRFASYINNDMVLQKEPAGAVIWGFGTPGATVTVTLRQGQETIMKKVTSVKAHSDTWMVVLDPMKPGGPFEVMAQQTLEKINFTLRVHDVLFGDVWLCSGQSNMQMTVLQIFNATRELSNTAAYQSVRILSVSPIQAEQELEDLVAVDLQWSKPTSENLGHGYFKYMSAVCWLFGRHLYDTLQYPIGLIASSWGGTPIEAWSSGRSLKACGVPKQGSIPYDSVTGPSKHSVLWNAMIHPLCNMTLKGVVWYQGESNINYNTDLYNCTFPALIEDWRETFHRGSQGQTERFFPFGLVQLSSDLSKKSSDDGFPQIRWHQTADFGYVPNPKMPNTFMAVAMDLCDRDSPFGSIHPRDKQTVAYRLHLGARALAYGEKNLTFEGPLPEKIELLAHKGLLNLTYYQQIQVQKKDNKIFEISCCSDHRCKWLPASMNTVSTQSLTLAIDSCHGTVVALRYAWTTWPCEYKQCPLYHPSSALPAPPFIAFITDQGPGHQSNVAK
ADAM17 inh: inhibits human ADAM17. P78536. recombinant ADAM17, EDANS/DABCYL FRET peptide cleavage. inhibition, % at 6.95 µM. 370,000 tested, 0.83% active. AID 720648;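 active = inhibition above the mean of compounds lying between control limits plus 3 SD, set per campaign, cut at about 8.5% in these data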;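 note: 0% = DMSO-only wells as the low control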
Tn6 DDE FP: inhibitors of Tn6 peptide binding to human fibrin DD(E); P02675; Fibrin DD(E) TRITC-Tn6 fluorescence polarization displacement; inhibition, % at 8.3 µM; 370,000 tested, 0.21% active; AID 720509;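 active = inhibition above a per-campaign cutoff: mean of compounds within control limits plus 3 SD, cut at about 15% in these data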;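 note: 0% = median of all compound wells on the plate and 100% = blocking peptide control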
PLC-beta3 inh: PLC-beta3 (human) inhibition, primary screen. Purified PLC-beta3, fluorogenic substrate, fluorescence. inhibition, % at 12.2 µM. 370,000 tested, 0.18% active. AID 720704. Q01970; in the data active = inhibition above about 11%;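 note: 0% = median of compound wells on plate and 100% = full blocker control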
PLC-gamma1 inh: inhibitors of human phospholipase C gamma1; P19174; purified PLC-gamma1, fluorogenic substrate, fluorescence; inhibition, % at 12.2 µM; 370,000 tested, 0.84% active; in the data active = inhibition above about 9.5%
ARFGAP1 inhibitor: inhibitors of rat ARFGAP1; Q62848; Arfgap1-stimulated ARF1 GTP hydrolysis, GDP FP detection; inhibition, % at 16.5 µM; 360,000 tested, 0.26% active; AID 651572;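 active = inhibition above a per-plate limit, mean inhibition of low control wells plus 3 SD, cut at about 25% in these data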;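 note: 0% = DMSO wells with enzyme and 100% = wells lacking Arfgap1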
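Assay system: purified rat His6-Arfgap1 residues 1-136 (GAP domain); Reagent: human Δ17 ARF1 bound to GTP; Dosing: 16.5 µM single point, 1.26% DMSO; Times: GTP hydrolysis reaction 2 h at 25 °C; Signal: FP, GDP Alexa 633 tracer displaced from anti-GDP antibody, 620/688 nm; Measure: % inhibition from polarization.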
TDP2 inh: TDP2 (human) inhibition, absorbance primary screen | 370,000 tested, 0.34% active | O95551 | recombinant TDP2, T5PNP hydrolysis, p-nitrophenol absorbance 415 nm | inhibition, % at 12.8 µM | AID 720702;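 active = inhibition above the mean of all tested compounds plus 3 SD, set per campaign, cut at about 25% in these data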;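 note: 0% = DMSO with enzyme and 100% = buffer with substrate but no TDP2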
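System: recombinant human TDP2 / Amount: 120 nM TDP2 per well / Also added: 5 mM T5PNP chromogenic substrate / Doses: 12.8 µM single point, 1% DMSO / Incubation: 2 h at 37 °C / Detection: p-Nitrophenol epi absorbance / Evaluation: % inhibition relative to enzyme-containing and enzyme-free wells / Repeats: singlicate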
Numbers without * were called inactive.

Every second line gives: Tn7 DDE FP | ADAM10 inh | ASAP1 inh | SIAE primary | ADAM17 inh | Tn6 DDE FP | PLC-beta3 inh | PLC-gamma1 inh | ARFGAP1 inhibitor | TDP2 inh
#1 COc1cccc2cc(C(=O)C3=C(O)C(=O)N(CCN(C)C)C3c3ccc(F)cc3)oc12 (stereo not drawn)
    -5 | 2 | 1 | -6 | -5 | 6 | -11 | -4 | 5 | -11
#2 O=C(CSc1nncn1-c1ccccc1)Nc1ccccc1
    0 | 4 | 5 | 3 | -2 | 5 | -5 | 0 | 10 | 8
#3 FC(F)(F)c1cc(-c2ccccc2)nc(N2CCOCC2)n1
    0 | 0 | -5 | -9 | -3 | -5 | -3 | -1 | -7 | -6
#4 CCOC(=O)N1CCN(Cc2nc3cc(NC(C)=O)ccc3n2C)CC1
    -7 | -3 | 8 | 4 | -1 | -3 | -6 | -2 | 1 | 2
#5 NC(=S)Nc1cccc2cccnc12
    3 | 2 | -2 | 3 | -7 | 2 | -3 | -2 | 8 | 9
#6 Cc1cccc(C)c1NC(=O)CNC(=O)c1ccc(N2CCCC2)c([N+](=O)[O-])c1
    -3 | -12 | -9 | 4 | 0 | -2 | -11 | 0 | 9 | -6
#7 COc1cccc(NC(=O)CSc2nnc(C)s2)c1
    -2 | -9 | 1 | 3 | -3 | 3 | 0 | 0 | 14 | 3
#8 O=C(Cc1ccccc1)NCCCN1CCN(CCCNC(=O)Cc2ccccc2)CC1
    -4 | 10 | 0 | -2 | 2 | -4 | 5 | 11* | -13 | -13
#9 Fc1ccc2c(c1)/C(=N/Nc1ccccn1)CCS2
    9 | -8 | -7 | -1 | -4 | 1 | -14 | -3 | 2 | -9
#10 Cc1ccccc1C(=O)N1CCC2CC1c1cc(Cl)ccc12 (stereo not drawn)
    4 | 0 | -11 | -3 | -1 | 1 | -2 | 1 | -1 | 8
#11 Cc1nnn(C23CC4CC(CC(CC(=O)Nc5ccc(C)c(C)c5)(C4)C2)C3)n1
    -1 | 3 | -7 | 3 | 3 | 0 | 1 | 2 | 8 | 5
#12 COc1ccc(Cl)cc1S(=O)(=O)N1CCN(C(=O)c2ccco2)CC1
    -3 | 7 | -10 | 5 | 1 | -4 | 3 | 4 | 2 | -1
#13 CC(C)(C)c1ccc(OCCC(=O)OCC(=O)N2c3ccccc3NC(=O)C2(C)C)cc1
    4 | 5 | -4 | -14 | 11* | 12 | -9 | -3 | -6 | -11
#14 CC[C@H](C)[C@@H](C(=O)N1CCNCC1)n1cc([C@@H](N)CO)nn1
    -4 | -1 | 4 | 0 | -3 | 5 | 1 | 0 | 1 | -5
#15 Cc1c(C(=O)O)sc(S(=O)(=O)N2CCN(C(=O)Cc3ccc(Cl)cc3)CC2)c1C(=O)O
    -12 | -2 | 14 | -5 | -1 | 5 | 3 | 0 | -3 | 7
#16 Cc1ccc(S(=O)(=O)N2CCC(=O)N([C@H](COCc3ccccc3)Cc3ccccc3)CC2)cc1
    7 | -11 | 1 | 1 | -2 | 1 | 1 | 2 | 7 | 1
#17 O=C(NNC(=S)NCc1ccccc1)c1cccc([N+](=O)[O-])c1
    -9 | 16 | 10 | -10 | 13* | -3 | 1 | 5 | 3 | -22
#18 COc1ccc(NC(=O)c2ccc(COc3ccccc3)o2)c(OC)c1
    -8 | 9 | 6 | 6 | 0 | -6 | -12 | -2 | -3 | 10
#19 COc1cc([N+](=O)[O-])ccc1NC(=O)CSc1nnc(C)c(C)n1
    -1 | 11 | 10 | 1 | 7 | -1 | 3 | 6 | 2 | -10
#20 O=C(COC(=O)Cc1cccc(F)c1)NC(=O)NC1CCCCC1
    -2 | -8 | -2 | -3 | -3 | -7 | -5 | 0 | -11 | 13
#21 CNc1nn(-c2cccc(Cl)c2)nc1N
    0 | -21 | 12 | -19 | 0 | -14 | -5 | 5 | 8 | -15
#22 NC1=NS(=O)(=O)NC1c1ccc(F)cc1 (stereo not drawn)
    2 | -4 | 2 | 3 | -2 | 2 | -5 | 4 | 12 | -5
#23 COc1ccc(C(c2c(O)ccc3ccccc23)N2CCOCC2)c(OC)c1 (stereo not drawn)
    7 | 8 | 13 | -14 | 1 | -4 | -7 | -4 | 17 | 10
#24 CCOCC(=O)Nc1nnc(C)s1
    -4 | -5 | -7 | 2 | -2 | 4 | 3 | 0 | -11 | 6
#25 CCOC(=O)CN1CC23C=CC(O2)C(C(=O)Nc2ccc4c(c2)OCO4)C3C1=O (stereo not drawn)
    2 | 8 | -4 | 7 | -1 | 3 | 4 | 3 | 2 | 1
#26 O=C(COc1ccccc1)Nc1nnc(S(=O)(=O)N2CCCCC2)s1
    -3 | -1 | -7 | 2 | 2 | 4 | -4 | 0 | -9 | -6
#27 O=C1c2ccccc2CN2C(=O)c3ccccc3CN12
    -4 | 1 | 8 | -3 | -4 | 3 | -2 | 1 | -13 | -5
#28 Cc1ccc(N/N=C2\CS(=O)(=O)N(C)c3ccsc32)cc1
    4 | -1 | -4 | 9 | -1 | -2 | -2 | -3 | 1 | 6
#29 CC(C)c1cc(=O)n2[nH]c(SCc3ccccc3)nc2n1
    2 | -5 | 6 | -3 | 0 | 6 | -3 | 1 | 7 | -3
#30 COCCNC(=S)N1CCC(NC(=O)c2ccco2)CC1
    3 | -9 | -11 | 2 | -4 | 7 | -1 | 1 | 16 | 7
#31 O=C(NC1CCCC1)c1sc(=S)n2c1[nH]c(=O)c1ccccc12
    3 | -6 | -2 | -9 | -4 | -7 | 1 | 3 | -10 | 1
#32 Cc1ccc2nc(-c3ccccc3)c(Cc3ccsc3)n2c1
    4 | -275 | 4 | 8 | -78 | -8 | -34 | -18 | 4 | -4
#33 O=C(Nc1nc(-c2ccncc2)cs1)c1ccc(S(=O)(=O)N2CCOCC2)cc1
    2 | 8 | -1 | -7 | 2 | 0 | 6 | 13* | -5 | -13
#34 CS(=O)(=O)N(CC(=O)NC1CCCC1)c1ccc2c(c1)OCCO2
    1 | 9 | -6 | -2 | 0 | -5 | 5 | 4 | 20 | -2
#35 CC(=O)CS(=O)(=O)c1ccc(Oc2ccc(S(=O)(=O)CC(C)=O)cc2)cc1
    6 | 6 | -7 | -2 | -3 | 4 | -1 | -3 | 2 | 3
#36 CC(C)c1ccc(CNC(=O)C2CC(=O)N(C3CCCCC3)C2)cc1 (stereo not drawn)
    -1 | 4 | -11 | 2 | -4 | 3 | -10 | 0 | -4 | 8
#37 NC(=O)c1ncn([C@@H]2O[C@H](C(=O)N3CCN(Cc4ccccn4)CC3)[C@@H](O)[C@H]2O)n1
    -1 | 1 | -11 | 12 | 1 | 0 | 6 | 2 | 2 | -5
#38 Cc1onc(-c2ccccc2)c1C(=O)c1ccccc1
    -5 | 0 | -12 | -4 | -4 | -3 | -5 | 3 | -3 | -9
#39 N=c1n(Cc2ccccc2)c2ccccc2n1CC(O)c1ccccc1 (stereo not drawn)
    -7 | 3 | 3 | 1 | -1 | 1 | 6 | 5 | 5 | -12
#40 Cc1ccccc1C(=O)Nc1nnc(SCC(=O)NC2CC2)s1
    6 | 0 | 0 | -2 | 5 | -8 | -3 | 4 | -4 | -5
#41 CN(C(=O)c1cccc(Nc2ccc(-c3ccc4c(c3)OCCO4)nn2)c1)C1CCCCC1
    11 | 12 | -13 | -5 | -1 | -10 | -3 | -5 | 4 | -12
#42 COc1ccccc1NC(=O)C1=C(C)Nc2nc(CCCO)nn2C1c1cccnc1 (stereo not drawn)
    -1 | -2 | -14 | 5 | -2 | 1 | 0 | 1 | -1 | 9
#43 CN(C)C(=S)NC(=O)C12CC3(C)CC(C)(CC(C)(C3)C1)C2
    4 | 6 | -24 | 5 | 0 | -4 | -4 | 1 | -13 | 1
#44 Cc1ccc(S(C)(=O)=O)cc1C(=O)N1CC(C(N)=O)Oc2ccccc21 (stereo not drawn)
    3 | -3 | 3 | -4 | -2 | 5 | -5 | -1 | -12 | 3
#45 O=C(NN=C1CCCCC1)NC1CCCCC1
    -1 | 2 | -9 | 7 | -1 | -2 | 4 | 4 | 1 | -7

Three entries picked at random from those above:
Every second line gives: Tn7 DDE FP | ADAM10 inh | ASAP1 inh | SIAE primary | ADAM17 inh | Tn6 DDE FP | PLC-beta3 inh | PLC-gamma1 inh | ARFGAP1 inhibitor | TDP2 inh
#33 O=C(Nc1nc(-c2ccncc2)cs1)c1ccc(S(=O)(=O)N2CCOCC2)cc1
    2 | 8 | -1 | -7 | 2 | 0 | 6 | 13* | -5 | -13
#32 Cc1ccc2nc(-c3ccccc3)c(Cc3ccsc3)n2c1
    4 | -275 | 4 | 8 | -78 | -8 | -34 | -18 | 4 | -4
#41 CN(C(=O)c1cccc(Nc2ccc(-c3ccc4c(c3)OCCO4)nn2)c1)C1CCCCC1
    11 | 12 | -13 | -5 | -1 | -10 | -3 | -5 | 4 | -12

Other structures:
Every second line gives: Tn7 DDE FP | ADAM10 inh | ASAP1 inh | SIAE primary | ADAM17 inh | Tn6 DDE FP | PLC-beta3 inh | PLC-gamma1 inh | ARFGAP1 inhibitor | TDP2 inh
#46 CCCc1cc(=O)[nH]c(SCC(=O)Nc2ccc(OC)c(S(=O)(=O)N3CCCCC3)c2)n1
    -2 | 2 | -10 | -10 | -1 | -2 | -4 | -2 | 8 | 0
#47 CC1CN(S(=O)(=O)c2cccc(-c3cn4ccccc4n3)c2)CC(C)O1 (stereo not drawn)
    -5 | -29 | -2 | -1 | -8 | 2 | -43 | -33 | 4 | 4
#48 CCc1nn(CCCC(=O)NCc2ccccc2C)c(=O)c2cc3occc3n12
    -4 | -8 | -2 | 2 | -3 | 2 | -4 | -1 | 2 | 9
#49 CC(C)c1ccc(OCC(=O)N(c2ccccn2)C2CCCCC2)cc1
    3 | 4 | -12 | -5 | -1 | 0 | 2 | 1 | 3 | -7
#50 COc1cc(Cl)c(C)cc1NC(=O)CSc1sc2c(O)cc(=O)[nH]c2c1C#N
    1 | -3 | -5 | -7 | -7 | -6 | -34 | -9 | 2 | 0
#51 Cc1c(O)ccc(/C=N/Nc2ncccc2[N+](=O)[O-])c1O
    4 | -3 | 5 | -2 | -5 | -10 | -6 | 2 | 2 | -1
#52 Cc1cc(C)c(C)c(C(=O)c2ccccc2C(=O)O)c1C
    3 | 8 | -6 | 1 | 0 | 1 | 6 | 7 | 7 | -3
#53 Cc1cc(NC(=O)CSc2nnc(-c3ccc(S(=O)(=O)N4CCCC4)cc3)n2C)no1
    -3 | 2 | -3 | -3 | 1 | 13 | 1 | 0 | 10 | -6
#54 COc1ccc(-n2nnnc2S(=O)(=O)CC(=O)N2CCCCC2)cc1
    4 | -5 | 5 | 11 | -1 | -6 | 3 | 0 | -3 | -1
#55 CCCNC(=O)N1C2=NC(C(=O)OC)=C(C(=O)OC)[C@@H]3N(Cc4ccccc4)c4ccccc4[C@]23C[C@H]1CO
    2 | -5 | 11 | 4 | -3 | 3 | 3 | -1 | 7 | -4
